Bioassay records (PubChem)
E coli WT inh = blocks growth of wild type E. coli BW25113; inhibition, % at 10 µM; AID 552; E. coli BW25113 growth inhibition, OD600; actives 0.05% (n = 20,000); in the data active means inhibition above about 40%;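 further: bacteria exposed to compound for 20 hours at 37 °C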
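assay system = bacterial strain in a whole-cell growth screen | quantity = inoculum from a 1:1000 dilution of a 1.5 h subculture | buffer or medium = LB broth with 50 µg/mL kanamycin | compound dosing = one dose, 10 µM final | schedule = compound exposure of 20 h at 37 °C | technique = absorbance at 615 nm as a measure of bacterial growth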
Starred values were filed as active, the others as inactive; & = joins results of further samples.

SMILES	E coli WT inh
COc1cccc(NC(=O)N2CCCC2C(=O)Nc2ccc3c(c2)OCO3)c1 (configuration not stated)	-4
Cc1cccc(N2CCN(C(=O)Cn3ccc4ccccc4c3=O)CC2)c1C	-2
CCS(=O)(=O)N1CCC(C(=O)NC2CCCCC2)CC1	-4
Cc1cc(Cl)c(S(=O)(=O)NCCC(=O)O)cc1OCC(N)=O	-1
CCCCNC(=O)c1ccccc1NS(=O)(=O)c1ccc2c(c1)OCCO2	0
CCOC(=O)COc1ccc(C(=O)NC2CCCCC2)cc1	-21
O=C(O)c1ccc(S(=O)(=O)c2ccc3c(c2)C(=O)N(Cc2ccco2)C3=O)cc1	-10
COc1ccc(N2C(=O)CSC23CCCCC3)cc1	6
Cc1cc(NC(=O)CSc2n[nH]c(CC(C)C)n2)no1	-15
CCN1CCN(S(=O)(=O)c2cc(OCC(=O)NC3CCCCC3)c(C)cc2Cl)CC1	-30
O=C(CSc1nccc(=O)[nH]1)Nc1ccc(F)c(Cl)c1	-23
COC(=O)c1ccccc1N(C)S(C)(=O)=O	-28
CS(=O)(=O)N(CC(=O)N1CCN(c2cccc(Cl)c2)CC1)c1cccc(F)c1	7
Oc1ccccc1-c1cc(C(F)(F)F)[nH]n1	-11
CC(C)Cc1nc2oc3c(N4CCN(CCO)CC4)ncnc3c2c2c1CCCC2	0
CCOC(=O)c1c(C2CC2)csc1NC(C)=O	-8
O=C1CC(c2ccsc2)c2cc3c(cc2N1)OCCO3 (configuration not stated)	11
CCN(CC)CCCNC(=O)c1nn(-c2ccc(OC)cc2OC)c(=O)c2ccccc12	8
CC(C)(C)n1ncc2c(=O)n(CC(=O)NCCc3ccccc3)cnc21	1
CCCCOC(=O)CNc1nnc(SCC(=O)OCC)[nH]c1=O	0
Cc1[nH]nc2c1C1(CCC3(CC1)OCCO3)C(C#N)=C(N)O2	-28
CC(C)(C)C(=O)NC1CCN(C(=O)N2CCCC2)CC1	-2
CC(=O)c1cc2c(cc1N)OCO2	-18
CC(=O)OCC[N+](C)(C)C	2
Cc1ccc2nc(-c3cccc(NC(=O)c4ccco4)c3)[nH]c2c1	-10
COCCCNC(=O)CN(c1cc(OC)ccc1OC)S(=O)(=O)c1ccccc1	-19
Cc1cccc(OCCCN2CCCCCC2)c1	-8
CCOC(=O)c1sc(NC(=O)CSc2nnc(Cc3ccccc3)o2)c(C#N)c1C	-24
CCN1C(=O)CC(N2CCC(Nc3ccc(F)cc3)CC2)C1=O (configuration not stated)	-6
Cc1occc1C(=O)NCc1cccc(CNC(=O)c2ccoc2C)c1	-5

5 compounds drawn at random from those above, as already listed:
SMILES	E coli WT inh
CC(C)(C)C(=O)NC1CCN(C(=O)N2CCCC2)CC1	-2
O=C1CC(c2ccsc2)c2cc3c(cc2N1)OCCO3 (configuration not stated)	11
CCOC(=O)c1c(C2CC2)csc1NC(C)=O	-8
CCN1CCN(S(=O)(=O)c2cc(OCC(=O)NC3CCCCC3)c(C)cc2Cl)CC1	-30
O=C(O)c1ccc(S(=O)(=O)c2ccc3c(c2)C(=O)N(Cc2ccco2)C3=O)cc1	-10

Three compounds out of the list, sorted by count of non-hydrogen atoms, lowest first.
SMILES	E coli WT inh
Cc1cccc(OCCCN2CCCCCC2)c1	-8
CCCCOC(=O)CNc1nnc(SCC(=O)OCC)[nH]c1=O	0
Cc1ccc2nc(-c3cccc(NC(=O)c4ccco4)c3)[nH]c2c1	-10

Next records
SMILES	E coli WT inh
Nc1ncnc2nc(Sc3ccc(Cl)cc3)[nH]c12	-2
COc1ccc(C(=O)N(CCCO)Cc2cc3c(C)ccc(C)c3[nH]c2=O)cc1OC	8
CCOC(=O)C(Cc1cc(C(C)=O)ccc1OCC)C(=O)OCC	1
O=c1c2ccccc2nc(-c2cccc(Cl)c2)n1O	3
COC(=O)c1c(NC(=O)CN2CCC(C)CC2)c2c(C)cccc2n1C	-23
CCOC(=O)CSc1nc2ccccc2n2cnnc12	-7
COc1cc2[nH]c(=O)n(CCCCCC(=O)NCCCN3CCCC3=O)c(=O)c2cc1OC	-5
CCC(=O)c1ccc(N2CCN(C(=O)Cc3ccccc3)CC2)c(F)c1	-13
Cc1cc(C(=O)NCCCN2CCCC2=O)cs1	-13
CCNC(=O)N1c2ccc(OCC)cc2C(C)=CC1(C)C	5
CCOCC(=O)Nc1cc(C(=O)OC)ccc1C(=O)OC	-24
C[C@]12C=CC(=O)C=C1CC[C@@H]1[C@@H]2[C@@H](O)C[C@@]2(C)[C@H]1CC[C@]2(O)C(=O)COC(=O)CCC(=O)O	-6
O=C(C1CCCCC1)N1CCC(c2nc3c(nnn3Cc3ccccc3Cl)c(=O)[nH]2)CC1	-1
Cc1ccc(NC(=O)C2CC=CCC2C(=O)N2CCCCC2)cc1 (configuration not stated)	6
CC(=O)OCCN1C(=O)c2cccnc2C1=O	-23
Cc1ccc(S(=O)(=O)NCCNC(=O)C2CCCNC2=O)cc1 (configuration not stated)	-1
COc1ccc2c(c1)CCc1cc(C(=O)N3CCN(c4ccc(N5CCOCC5)nn4)CC3)sc1-2	4
CS(=O)(=O)N(CC(=O)NCCSC1CCCCC1)c1ccc2c(c1)OCO2	-21
Cc1ccc(S(=O)(=O)N2CCC(C(=O)N3CCC[C@H]3C(=O)NCc3ccccc3)CC2)cc1	5
Cc1ccc(S(=O)(=O)n2nc(OC(=O)c3ccco3)cc2N)cc1	8
NS(=O)(=O)c1ccc(C(=O)O)cc1	11
COc1cc(C(=O)N2CCC(c3nc(-c4cccnc4)no3)CC2)cc(OC)c1OC	-3
CCO/C=N/c1c(C#N)c2c(c(=S)n1C)COC(C)(C)C2	-13
Cc1cc(NS(=O)(=O)c2ccc(NC(=O)NC3CCCCC3)cc2)no1	-14
CC(=O)NC1C2CN3CCN(C2)CC1(Cc1ccccc1)C3 (configuration not stated)	3
NC(=O)c1ccsc1NC(=O)COc1ccccc1	-16
Cc1cccc(-n2ncc3c(NCc4cccs4)ncnc32)c1	-12
CCC(=O)Nc1ccc2nc(SCC(=O)N3CCCC3)sc2c1	1
CCOc1ccc(OCc2ccc(C(=O)N3CCCC3)o2)cc1	4
Cc1cc(C)n2cc(CSCc3ccco3)nc2n1	0
COc1cccc(N2CCN(Cc3nc(N)nc(Nc4ccccc4)n3)CC2)c1	7
N#CC1=C(N)Oc2c(ccc3cccnc23)C1c1cccnc1 (configuration not stated)	3
CC(C)N(Cc1nc(-c2ccccc2)no1)C(=O)CN1C(=O)c2ccccc2C1=O	3
COc1ccc(Oc2ncnc3c2ncn3Cc2ccccc2)cc1	-20
O=C(Nc1ccc2c(c1)nc1n2CCN(Cc2ccccc2)C1)c1cccs1	-7
CCOC(=O)c1ccc(N2C(=O)CC(N3CCN(C/C=C/c4ccccc4)CC3)C2=O)cc1 (configuration not stated)	1
CCN(CC(=O)N1CCCCCC1)S(=O)(=O)c1ccc(Cl)cc1	-19
CCOc1ccc(CCNc2nc3c(c(=O)n(C)c(=O)n3C)n2CC)cc1OCC	-2
CCN(CC)CCCN1C(=O)C(O)=C(C(=O)c2cccs2)C1c1ccccn1 (configuration not stated)	-17
Cc1ccnc(SCCn2c(N3CCN(C)CC3)nc3c2c(=O)[nH]c(=O)n3C)n1	-14
COc1cccc(NC(=O)Cc2nnc(SCC(=O)c3ccccc3)n2C)c1	-2
N#CC1=C(N)OC(c2ccccc2)=C(C#N)C1c1ccc2c(c1)OCO2 (configuration not stated)	7
CCOc1cc(S(=O)(=O)n2nc(C)cc2C)ccc1F	3
CCC(C)(C(=O)NC1CCCC1)N(Cc1cccs1)C(C)=O (configuration not stated)	-1
Cn1c(=O)oc2cc(S(=O)(=O)NC3CCN(Cc4ccccc4)CC3)ccc21	-2
COc1ccc(C(=O)N2CCCc3ccccc32)cc1	5
COc1ccc(F)cc1S(=O)(=O)n1cc(C)nc1-c1ccccc1	-14
COc1ccccc1CNC(=O)CCNC(=O)Cn1ccc2ccccc2c1=O	7
NCc1cccc(-n2cccn2)c1	1
O=C(C1CCN(C2CC(=O)N(c3cccc(Cl)c3)C2=O)CC1)N1CCCC1 (configuration not stated)	-24
CC(C)(C)c1csc(NC(=O)c2ccc(Cl)s2)n1	-21
Cn1c(CCCNC(=O)c2cccs2)nc2ccccc21	-20
O=C(Nc1ccc(S(=O)(=O)Nc2cnc3ccccc3n2)cc1)c1ccc(Br)o1	6
CCOC(=O)N1CCN(c2c(F)cc3[nH]c(=S)[nH]c3c2Br)CC1	-36
COC(=O)Nc1nnc(CC(=O)Nc2ccccc2C)s1	-4
CCN1C(=O)c2ccccc2S(=O)c2ccc(C(=O)NC3CC3)cc21 (configuration not stated)	1
Fc1cccc(Nc2ncnc3c2cnn3-c2ccccc2)c1	11
CCCCSc1nnc(-c2ccc(NC(=O)CC)cc2)n1C	-22
O=C(Nc1ccccc1)Nc1nncs1	-15
CCN1CCN(C(c2ccc(F)cc2)c2nnnn2Cc2cccs2)CC1 (configuration not stated)	5

A different layout for some results above.
O=C(C1CCN(C2CC(=O)N(c3cccc(Cl)c3)C2=O)CC1)N1CCCC1 (configuration not stated)
  E coli WT inh: -24

CC(C)(C)c1csc(NC(=O)c2ccc(Cl)s2)n1
  E coli WT inh: -21

Cn1c(CCCNC(=O)c2cccs2)nc2ccccc21
  E coli WT inh: -20

The listing picks up with the 2 entries that preceded the break.
SMILES	E coli WT inh
O=C(Nc1ccccc1)Nc1nncs1	-15
CCN1CCN(C(c2ccc(F)cc2)c2nnnn2Cc2cccs2)CC1 (configuration not stated)	5
O=C(CSc1nc2ccccc2c(=O)n1-c1ccccc1)NCc1ccco1	-18
Cc1cc(NC(=O)CSc2nnc(-c3ccoc3C)o2)no1	-12
CCOC(=O)c1ccccc1NC(=O)c1ccc(NS(C)(=O)=O)cc1	-1
Cc1ccc(C2C(C#N)=C(N)Oc3cc4c(cc32)OCO4)cc1 (configuration not stated)	-1
Cc1c(NC(=O)Cn2cnc3c(=O)n(C)c(=O)n(C)c32)cccc1-c1nc2ccccc2o1	7
CC(=O)NC1C(=O)N=C(SCC(=O)NCc2ccccc2)NC1=O (configuration not stated)	-19
CCOC(=O)Cn1c(CN2CCN(c3cccc(Cl)c3)CC2)nc2c1c(=O)[nH]c(=O)n2C	8
CCOC(=O)c1c(C)oc2ccc(O)c(CN3CCCCC3)c12	-1
CCOP(=O)(c1ccc(N(C)C)cc1)C(O)c1ccccc1OC (configuration not stated)	7
c1ccc2[nH]c(-c3cscn3)nc2c1	-2&-20
CCC(c1nnc(SCC(=O)NCC2CCCO2)n1Cc1ccccc1)N(C)C (configuration not stated)	-3
c1ccc(COc2ccc(OCCn3cncn3)cc2)cc1	8
CC(n1cnnn1)C12CC3CC(CC(C3)C1)C2 (configuration not stated)	-5
CCN(C(=O)CCc1nc(-c2ccccc2F)no1)c1cc(OC)ccc1OC	8
CCN(CC)CCCN1C(=O)C(=O)/C(=C(/O)c2ccc(OC)c(Cl)c2)C1c1ccco1 (configuration not stated)	-27
CCOC(=O)N1CCN(C(=O)Nc2ccc3nc(C)sc3c2)CC1	-20
CCOc1ccc(OCc2ccc(C(=O)Nc3cccc(C)n3)o2)cc1	-1
CCCCOc1ccc(C(=O)N2CCCCCC2)cc1	-25
O=C(Nc1ccccc1-c1ccccc1)NC1CCN(CC(=O)N2CCOCC2)CC1	14
CN1C(=O)C(CC(=O)Nc2ccc3c(c2)Cc2ccccc2-3)N(C)C1=O (configuration not stated)	-18
COc1ccccc1NC(=O)CSc1nnnn1-c1ccc2c(c1)OCO2	-3
COc1ccc(N(CC(=O)Nc2cccc(N(C)S(C)(=O)=O)c2)S(C)(=O)=O)cc1OC	-15
COc1cccc(Nc2ncccc2C(=O)NCc2ccccc2)c1	-15
COC(=O)c1ccccc1NC(=O)COc1ccc(S(=O)(=O)N2CCCC2)cc1C	-6
COC(=O)C1=C(CN2CCSCC2)NC(=O)NC1c1cc(C)ccc1C (configuration not stated)	-26
Cc1cc2ccccc2n1CCNC(=O)C1CC1	-3
Cc1onc(-c2ccccc2)c1C(=O)Nc1nnc(COc2ccc(Cl)cc2)s1	-26
O=C(Nc1ccccc1N1CCCC1)c1cc2ccccc2o1	-5
CCNS(=O)(=O)c1ccc(NC(=O)Nc2cccc(C(F)(F)F)c2)cc1	-4
Cc1cc2c(=O)n(CC(=O)N3CCN(c4ccccc4)CC3)cnc2s1	-4
O=C(O)CCCCCNc1nc(=S)[nH]c2ccccc12	4
Cc1ccc(-n2c(SCC(=O)N3CCOCC3)nnc2-c2ccncc2)cc1	-3
Cc1ccnc(-n2c(CCN3C(=O)c4ccccc4C3=O)nc3ccccc3c2=O)c1	3
CCOC(=O)c1cnc(SCC(=O)Nc2cc(C(F)(F)F)ccc2N2CCOCC2)nc1N	-13
Cc1cc(NC(=O)C2(c3ccccc3)CCCC2)no1	-21
COC(=O)c1ccc(Cl)c(NC(=O)CN2CCN(Cc3ccccc3)CC2)c1	-4
N#CC1=C(N)Oc2n[nH]c(CSc3ccccc3)c2C12C(=O)Nc1ccccc12 (configuration not stated)	-25
Cc1cc(-c2ccco2)n(-c2ccccc2)n1	0
COc1cc2c(cc1OC)C(c1ccc(N(C)C)cc1)CC(=O)N2 (configuration not stated)	2
Fc1c(F)c(F)c(CSc2nc3ccccc3[nH]2)c(F)c1F	12
CS(=O)(=O)N1CCN(C(=O)NC23CC4CC(CC(C4)C2)C3)CC1	-6
CCOC(=O)Cc1csc(NC(=O)CCS(=O)(=O)Cc2ccccc2)n1	-16
CC(C)c1nnc(SCC(=O)NCc2ccco2)n1C	8
COc1ccccc1N1CCN(c2cc(=O)n(Cc3ccc(F)cc3)c(=O)[nH]2)CC1	15
O=C(C(c1ccccc1)c1ccccc1)N1CCN(Cc2ccccn2)CC1	0
Cc1cc(NC(=O)c2ccc(Cl)cc2)no1	12

A portion of the library; the hit share may differ from the screen's.
